# Compound activity: PubChem BioAssay, Broad Institute
# E-selectin induc: induces E-selectin expression in human endothelial cells. activation, % at 7.58 µM. 0.37% of 260,000 active. AID 686992. HUVEC E-selectin immunofluorescence imaging; normalized: neutral wells 0, TNF-alpha wells 100. P16581;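 active = mean E-selectin-positive cell signal at least 10% of the positive control, reached in at least 60% of replicates, without over 20% cell loss; inconclusive = no rule given, readout overlaps actives, possibly toxicity-flagged; inactive = the rest, including those meeting only one limit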;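 note: in these data hits start at about 27%; measured in HUVEC primary endothelial cells; signal is the percent of cells scored E-selectin positive by PE staining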
# Target sequence (P16581 whole entry, looked up): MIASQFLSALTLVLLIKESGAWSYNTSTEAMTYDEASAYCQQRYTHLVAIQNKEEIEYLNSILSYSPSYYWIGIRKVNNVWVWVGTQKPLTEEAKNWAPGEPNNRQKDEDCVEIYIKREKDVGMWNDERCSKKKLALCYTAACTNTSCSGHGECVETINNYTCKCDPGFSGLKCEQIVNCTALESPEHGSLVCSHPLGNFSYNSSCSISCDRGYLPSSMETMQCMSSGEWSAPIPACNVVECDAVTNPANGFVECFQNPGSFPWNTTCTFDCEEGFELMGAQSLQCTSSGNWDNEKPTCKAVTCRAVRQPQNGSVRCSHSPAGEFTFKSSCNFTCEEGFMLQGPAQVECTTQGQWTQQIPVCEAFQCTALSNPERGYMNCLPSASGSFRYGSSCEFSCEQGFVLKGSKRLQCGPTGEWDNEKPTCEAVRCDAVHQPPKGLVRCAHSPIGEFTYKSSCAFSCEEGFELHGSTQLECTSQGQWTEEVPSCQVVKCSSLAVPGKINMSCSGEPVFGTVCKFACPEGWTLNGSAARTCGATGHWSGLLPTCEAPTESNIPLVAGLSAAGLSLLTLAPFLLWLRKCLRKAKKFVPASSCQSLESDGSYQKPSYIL
#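 Material: HUVEC primary endothelial cells; Amount: 3,000 cells per well; Dosing: single concentration; Medium: EGM-2 growth medium on 0.1% gelatin-coated wells; Read-out basis: percent E-selectin-positive cells; Signal: immunofluorescence imaging; Control set: TNF-alpha, DMSO.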
# RAD54 inh: inhibitors of human RAD54 branch migration. 0.14% of 360,000 active. RAD54 Holliday junction branch migration, FAM/BHQ fluorescence. AID 602329. inhibition, % at 10.4 µM. Q92698;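 active = mean normalized replicate activity at least 40 and at least half of replicates scoring 40 or more; inconclusive = only one of the two criteria met; inactive = mean below 40 and under half of replicates reaching 40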;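 note: 0% = median of neutral control wells and 100% = median of positive control wells; inhibitors cause a drop in the FAM fluorescence signal; in these data hits start at about 50%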
# S100A4 inh HTS: blocks human S100A4 binding to myosin IIA peptide | S100A4/TAMRA-MyoIIA peptide fluorescence polarization | inhibition, % at 10.7 µM | P26447 | AID 652163 | 0.14% of 360,000 active;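 active = mean inhibition of at least 70% across replicates, with every replicate also reaching that level; inconclusive = mean inhibition reaches 70% but some replicates fall short; inactive = mean inhibition below 70%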
#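 incubation = readout 5 min after mixing, signal stable up to 60 min | system = S100A4 monomer protein | buffer or medium = HEPES pH 7.2 with CaCl2, KCl, NaCl, DTT, Triton | benchmarks = neutral control DMSO, positive control TFP | also added = fluorescent myosin IIA peptide, 5 nM | compound dosing = one concentration per compound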
# RAD52 inh: inhibitors of human RAD52 DNA annealing; recombinant RAD52 DNA annealing, FRET fluorescence; 0.46% of 360,000 active; P43351; AID 651710; inhibition, % at 18.7 µM;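 active = every replicate showing at least 50% inhibition; inconclusive = mean inhibition at least 50% but not in every replicate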
# Target sequence (P43351 whole entry, looked up): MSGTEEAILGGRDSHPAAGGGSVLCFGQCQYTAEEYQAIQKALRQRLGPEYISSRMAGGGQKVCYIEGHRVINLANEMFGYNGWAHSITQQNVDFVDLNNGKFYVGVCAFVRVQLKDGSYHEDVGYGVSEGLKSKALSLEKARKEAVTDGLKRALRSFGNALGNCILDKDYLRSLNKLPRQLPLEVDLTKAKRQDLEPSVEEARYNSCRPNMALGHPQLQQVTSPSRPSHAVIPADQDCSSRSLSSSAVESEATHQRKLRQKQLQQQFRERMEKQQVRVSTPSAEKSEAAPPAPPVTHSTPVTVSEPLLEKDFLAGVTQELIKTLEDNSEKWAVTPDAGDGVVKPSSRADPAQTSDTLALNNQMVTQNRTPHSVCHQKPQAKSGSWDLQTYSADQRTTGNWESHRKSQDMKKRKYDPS
# FN deposition inh: fibronectin deposition inhibition. 0.086% of 350,000 active. inhibition, % at 12.6 µM. AH1F fibroblasts, Alexa488-fibronectin deposition fluorescence, overnight;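 active = mean inhibition across replicates of 30% or more, regardless of how many single replicates reach that level; inconclusive = mean under 30% yet at least half of replicates reach 30%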;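 note: positive control wells lacked labelled fibronectin entirely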
#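 Assay system: AH1F fibroblasts / Quantity: 10000 cells per well / Medium: DMEM plus 2% serum, read in PBS / Reagent: labelled fibronectin 24 nM / Dosing: single dose, pinned / Times: 1 h cell attachment, overnight exposure to compound and label / Signal: fluorescence, ex 485 nm, em 525 nm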
# EWS-Fli inh: EWS/Fli transcriptional activity inhibition; A673 NR0B1-luciferase reporter, viability-normalised; inhibition, % at 12.6 µM; 0.67% of 350,000 active;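 active = mean inhibition of at least 50% after viability correction, with every replicate also passing that limit; inconclusive = mean reaches 50% but only one of two replicates passes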;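 note: firefly luciferase signal divided by Alamar Blue viability fluorescence both relative to DMSO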
# esBAF inh: inhibitors of esBAF chromatin remodeling in mouse ES cells; AID 602393; reporter increase, % at 12.5 µM; 2% of 350,000 active; Bmi1-luciferase knock-in reporter, 24 h; 100% = twice the neutral-well signal; in the data active = activation above about 40%; inconclusive = no clear call, values can overlap the other calls;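 note: 0% = median of the plate's neutral control wells and 100% = double that signal; a rise in the Bmi1 reporter signal indicates esBAF inhibition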
# XiGFP reactiv: X-chromosome reactivation activator; XiGFP mouse fibroblasts, % GFP-positive cells imaging, 3 d; cells co-treated with 5-aza-dC sensitizer; scaled so ellipticine positive control = 100%; activation, % at 7.58 µM; 0.055% of 360,000 active; AID 743238;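 active = mean normalized replicate activation at least 10% and every replicate at or above 10%; inconclusive = only one of the two criteria met; inactive = mean below 10% and not all replicates reach 10%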;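 note: 0% = median of on-plate neutral control wells and 100% = ellipticine 6 µM median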
#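 System: XiGFP fibroblasts, SV40-immortalized. Medium: DMEM plus 5-aza-dC sensitizer. Doses: single point. Timing: 3 d treatment, 15 min room-temperature fixation. Control set: ellipticine 6 µM.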
# Starred values were filed as active, the others as inactive; ? = inconclusive; . = not tested or not shown.
1. C[C@@H]1CN([C@@H](C)CO)C(=O)c2cc(NC(=O)C3CCCCC3)ccc2O[C@H]1CN(C)S(=O)(=O)c1cn(C)cn1
2. COc1cccc(-c2ccc3n(c2=O)C[C@H]2N[C@@H]3[C@@H](C(=O)N3CCCCC3)[C@@H]2CO)c1
3. CCN(CC)S(=O)(=O)c1ccc(S(=O)(=O)Nc2c(C)nn(C)c2C)cc1
4. CCOC(=O)[C@]12CCC=C1N(Cc1cccc3ccccc13)C(=O)[C@H](CC(=O)NCC1CCCCC1)C2
5. Cc1ccc(-c2nnc(N3CCC(C)CC3)c3ccccc23)cc1
6. O=C(NC1CCCC1)c1cccc(S(=O)(=O)N2CCOCC2)c1
7. Cc1ccc(S(=O)(=O)Nc2cccc(C(=O)NCCN3CCOCC3)c2)cc1F
8. C/C=C/c1ccc2c(c1)O[C@@H](CN(C)C(=O)Nc1ccc(F)cc1)[C@@H](C)CN([C@H](C)CO)S2(=O)=O
compound no.	1	2	3	4	5	6	7	8
E-selectin induc	-0.1	0.1	-1.7	.	.	0.0	.	-0.1
RAD54 inh	2.1	3.8	-1.2	.	.	1.1	3.4	7.5
S100A4 inh HTS	3.2	.	-3.5	-1.0	1.2	0.9	-7.3	3.6
RAD52 inh	-2.2	.	-3.2	-11.8	-1.1	13.3	-10.1	4.7
FN deposition inh	3.6	9.6	-4.1	-7.6	4.2	-4.0	3.1	.
EWS-Fli inh	-5.4	2.8	9.3	-4.7	23.4	15.8	1.1	34.1
esBAF inh	-0.2	0.6	.	.	.	-0.9	1.7	-3.2
XiGFP reactiv	-0.5	0.2	-0.8	0.4	0.2	0.1	-0.1	0.8

9. CCOc1ccc2nc(N(CCN(CC)CC)C(=O)c3cccc([N+](=O)[O-])c3)sc2c1
10. CN(C)CC#Cc1ccc([C@@H]2[C@@H](CO)N3CCCCN(S(=O)(=O)c4ccccc4F)C[C@H]23)cc1
11. Cc1ccc(-c2cnn3c(N4CCOCC4)cc(C)nc23)cc1
12. CC(=O)N(C)C[C@@H]1OCc2ccccc2-c2ccccc2C(=O)N([C@@H](C)CO)C[C@H]1C
13. COc1ccc(C(CNC(=O)c2oc3ccc(F)cc3c2C)N2CCCCC2)cc1 (stereo not given)
14. CCC(Br)C(=O)Nc1ccc(OC)cc1 (stereo not given)
15. CCc1nc(SCC(=O)N2CCc3ccccc32)c2oc3ccccc3c2n1
16. C#CCOCCOCCOCCNc1nc(N2CCOCC2)nc(N2CCN(C(=O)[C@H](CCCCN)n3cc([C@@H](N)CC(C)C)nn3)CC2)n1
compound no.	9	10	11	12	13	14	15	16
E-selectin induc	-1.9	-0.2	3.0	-3.6	9.1	.	0.0	-0.1
RAD54 inh	0.3	-13.7	-3.9	3.5	1.4	.	.	-1.7
S100A4 inh HTS	-5.8	-1.2	2.7	-42.8	-0.9	-3.0	-3.0	0.1
RAD52 inh	-4.2	8.8	-5.5	-7.6	-18.6	-16.8	-2.9	-9.6
FN deposition inh	-0.3	.	7.5	-1.0	1.5	-10.4	-5.4	0.5
EWS-Fli inh	-7.3	-4.1	16.6	-3.5	26.2	0.0	-3.4	-2.2
esBAF inh	.	.	-29.3	1.5	6.8	.	.	-3.0
XiGFP reactiv	0.1	0.1	0.0	0.4	0.0	0.1	0.0	0.0

17. Cc1nn(Cc2ccc(C(=O)Nc3ccccc3F)cc2)c(C)c1Cl
18. Nc1nc(-c2ccccc2)nc2sc3c(c12)CCCC3
19. Cc1ccc(CN(C)C(=O)c2cc(COc3cccc(C(F)(F)F)c3)on2)o1
20. CCC(c1nnc(SCC(=O)Nc2cccc(S(N)(=O)=O)c2)n1Cc1ccccc1)N(C)C (stereo not given)
21. COc1cccc(NC(=O)N2C[C@@H](O)COC[C@H]3O[C@@H](CC(=O)NC4CCCC4)CC[C@@H]32)c1
22. Cc1oc(-c2cc(F)ccc2F)nc1CN(C)Cc1ccc2nccnc2c1
23. COc1ccc(S(=O)(=O)N(C)C[C@H]2OCCCC[C@H](C)Oc3ccc(NS(=O)(=O)c4c(C)noc4C)cc3C(=O)N([C@@H](C)CO)C[C@@H]2C)cc1
24. Cc1ccc(S(=O)(=O)NCC(=O)NC2CC2)cc1
compound no.	17	18	19	20	21	22	23	24
E-selectin induc	.	.	.	-0.4	0.0	.	.	-0.3
RAD54 inh	0.9	5.5	-0.1	0.9	-7.3	.	0.8	-0.7
S100A4 inh HTS	-4.6	.	-2.5	0.7	-21.1	4.2	-11.3	-5.6
RAD52 inh	-7.7	.	-19.4	-4.4	7.3	-1.6	11.3	0.4
FN deposition inh	10.7	-3.1	3.6	3.8	3.7	.	.	-0.8
EWS-Fli inh	8.5	.	3.9	0.5	4.2	-4.9	29.2	2.5
esBAF inh	.	?	-5.0	-4.9	0.7	.	-3.5	-4.3
XiGFP reactiv	0.1	0.1	0.2	0.9	-0.1	0.6	.	-0.1

25. CCOC(=O)N(Cc1ccccc1)C1CC1
26. CCCNC(=O)N(C)C[C@H]1Oc2ncc(-c3ccc(C(=O)N(C)C)cc3)cc2C(=O)N([C@H](C)CO)C[C@H]1C
27. CC(C)(Oc1ccc(CCNC(=O)c2ccc(-c3ccccc3)o2)cc1)C(=O)O
28. Cn1c(N)c(C(=O)c2cc(-c3ccncc3)nc3ccccc23)c(=O)n(C)c1=O
29. C[C@H](CO)N1C[C@H](C)[C@H](CN(C)C(=O)Cc2ccncc2)Oc2cc(C#CC3CC3)ccc2S1(=O)=O
30. CCCC(=O)Nc1ccc2c(c1)C(=O)N(C)C[C@H](OC)[C@@H](C)CN(C(=O)c1cnccn1)[C@@H](C)CO2
31. CCOC(=O)C1=C2NC(=O)c3ccccc3N2C(=O)C1
32. O=C(NCCC1CCCCN1S(=O)(=O)c1cccs1)C(=O)Nc1cccc(F)c1 (stereo not given)
compound no.	25	26	27	28	29	30	31	32
E-selectin induc	.	0.0	.	0.2	0.1	-0.2	-0.2	-1.2
RAD54 inh	-9.3	0.4	-18.0	1.1	-8.8	-2.0	.	7.0
S100A4 inh HTS	-5.0	4.6	-0.4	1.8	-9.8	3.6	-8.8	-4.0
RAD52 inh	-3.4	0.0	-11.4	-24.1	-28.1	-14.2	-127.9	-13.1
FN deposition inh	-3.0	.	-3.3	-25.5	-11.3	-15.6	-0.8	6.6
EWS-Fli inh	2.0	-8.0	5.2	-11.2	3.2	-5.9	10.8	1.5
esBAF inh	3.5	-0.9	.	-3.1	-1.9	5.2	.	12.2
XiGFP reactiv	1.2	1.2	0.1	0.2	0.0	0.0	-0.2	0.0

# Record cards, from the list above. Order of values: E-selectin induc, RAD54 inh, S100A4 inh HTS, RAD52 inh, FN deposition inh, EWS-Fli inh, esBAF inh, XiGFP reactiv
# `Nc1nc(-c2ccccc2)nc2sc3c(c12)CCCC3` is listed with ., 5.5, ., ., -3.1, ., ?, 0.1
# `O=C(NCCC1CCCCN1S(=O)(=O)c1cccs1)C(=O)Nc1cccc(F)c1` (stereo not given) is listed with -1.2, 7.0, -4.0, -13.1, 6.6, 1.5, 12.2, 0.0

# Later entries.
33. CCC(=O)N(C)C[C@@H]1Oc2ncc(C#Cc3ccccc3OC)cc2C(=O)N([C@@H](C)CO)C[C@H]1C
34. Cc1noc(C)c1NC(=O)N(C)C[C@@H]1OCCCC[C@H](C)Oc2ccc(NC(=O)NC(C)C)cc2C(=O)N([C@@H](C)CO)C[C@H]1C
35. CC(C)NC(=O)C1(C)CCN1C(=O)c1ccccc1 (stereo not given)
36. O=C(NC(=S)NCCC1=CCCCC1)c1ccccc1Br
37. COC(=O)c1cn(-c2cccc(C)n2)cn1
38. O=C(CSc1nc2c(c(=O)[nH]1)CCCC2)Nc1ccc(Cl)cc1F
39. COC(=O)C(=O)/C=C(\O)c1c(C)cc(C)cc1C
40. Brc1ccc(N=NNc2ccccc2)cc1
41. Cc1ccc(-c2nnc(Nc3ccc4c(c3)nc(C)n4C)c3ccccc23)cc1
42. CCCC(=O)N1CCC2(CC1)CN(Cc1ccc(Cl)cc1)[C@@H](CO)c1[nH]c3cc(OC)ccc3c12
compound no.	33	34	35	36	37	38	39	40	41	42
E-selectin induc	0.3	0.3	-0.3	.	-1.0	.	4.6	0.7	.	-0.3
RAD54 inh	0.5	3.6	-7.1	4.6	.	0.4	.	-2.2	10.0	.
S100A4 inh HTS	-2.5	8.3	-1.7	0.8	-0.2	1.6	-3.5	-5.3	0.1	-8.9
RAD52 inh	3.3	19.5	5.5	-3.5	-24.7	-10.3	-27.6	-6.8	24.9	-39.6
FN deposition inh	.	.	5.6	-6.2	1.5	.	6.6	2.1	-3.0	-1.8
EWS-Fli inh	-8.3	-21.8	-4.1	-2.9	-7.7	-6.9	0.7	-80.3	.	6.6
esBAF inh	-1.4	0.3	-6.7	29.0	.	-0.8	.	53.5*	0.6	.
XiGFP reactiv	0.0	5.0	0.0	0.1	0.1	.	-0.1	0.3	.	0.3

# Among those listed so far, 7 have an aryl methoxy group.
2. COc1cccc(-c2ccc3n(c2=O)C[C@H]2N[C@@H]3[C@@H](C(=O)N3CCCCC3)[C@@H]2CO)c1
13. COc1ccc(C(CNC(=O)c2oc3ccc(F)cc3c2C)N2CCCCC2)cc1 (stereo not given)
14. CCC(Br)C(=O)Nc1ccc(OC)cc1 (stereo not given)
21. COc1cccc(NC(=O)N2C[C@@H](O)COC[C@H]3O[C@@H](CC(=O)NC4CCCC4)CC[C@@H]32)c1
23. COc1ccc(S(=O)(=O)N(C)C[C@H]2OCCCC[C@H](C)Oc3ccc(NS(=O)(=O)c4c(C)noc4C)cc3C(=O)N([C@@H](C)CO)C[C@@H]2C)cc1
33. CCC(=O)N(C)C[C@@H]1Oc2ncc(C#Cc3ccccc3OC)cc2C(=O)N([C@@H](C)CO)C[C@H]1C
42. CCCC(=O)N1CCC2(CC1)CN(Cc1ccc(Cl)cc1)[C@@H](CO)c1[nH]c3cc(OC)ccc3c12
compound no.	2	13	14	21	23	33	42
E-selectin induc	0.1	9.1	.	0.0	.	0.3	-0.3
RAD54 inh	3.8	1.4	.	-7.3	0.8	0.5	.
S100A4 inh HTS	.	-0.9	-3.0	-21.1	-11.3	-2.5	-8.9
RAD52 inh	.	-18.6	-16.8	7.3	11.3	3.3	-39.6
FN deposition inh	9.6	1.5	-10.4	3.7	.	.	-1.8
EWS-Fli inh	2.8	26.2	0.0	4.2	29.2	-8.3	6.6
esBAF inh	0.6	6.8	.	0.7	-3.5	-1.4	.
XiGFP reactiv	0.2	0.0	0.1	-0.1	.	0.0	0.3
